Source: PubChem BioAssay (several laboratories)
OX1R antag: human HCRTR1 antagonism. O43613. CHO/OX1R cells, Fluo-8 calcium fluorescence, orexin A. inhibition, % at 5 µM. hit rate 0.43% among 330,000. AID 434989;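 active = inhibition above its plate's threshold, mean inhibition of all tested compounds on the plate plus 3 SD, cut at about 37% in these data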;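 also: 0% = orexin A challenge wells and 100% = SB-334867-A antagonist wells; not every result past the cut was called active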
Target sequence (O43613 whole entry, looked up): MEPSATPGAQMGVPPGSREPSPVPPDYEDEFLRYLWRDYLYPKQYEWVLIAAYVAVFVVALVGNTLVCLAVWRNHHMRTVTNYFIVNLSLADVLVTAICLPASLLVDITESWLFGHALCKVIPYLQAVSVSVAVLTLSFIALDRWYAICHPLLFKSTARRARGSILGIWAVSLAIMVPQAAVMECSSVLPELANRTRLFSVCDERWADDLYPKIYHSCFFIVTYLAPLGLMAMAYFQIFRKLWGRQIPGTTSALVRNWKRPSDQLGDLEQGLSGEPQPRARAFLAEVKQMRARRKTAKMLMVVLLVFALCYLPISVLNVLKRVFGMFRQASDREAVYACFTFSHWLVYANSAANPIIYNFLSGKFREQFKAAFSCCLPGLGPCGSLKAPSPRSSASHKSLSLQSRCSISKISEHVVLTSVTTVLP
CHT PAM: human CHT allosteric activation; Q9GZV3; CHT-expressing cells, membrane potential dye, choline EC20; active compounds read high; LV-AA mutant CHT in HEK293 cells; B-score at 10 µM; hit rate 0.49% among 310,000;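 active = initial fluorescence not abnormally high and integrated response B-score, plate-corrected, over 3 SD above library mean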
Target sequence (Q9GZV3 whole entry, looked up): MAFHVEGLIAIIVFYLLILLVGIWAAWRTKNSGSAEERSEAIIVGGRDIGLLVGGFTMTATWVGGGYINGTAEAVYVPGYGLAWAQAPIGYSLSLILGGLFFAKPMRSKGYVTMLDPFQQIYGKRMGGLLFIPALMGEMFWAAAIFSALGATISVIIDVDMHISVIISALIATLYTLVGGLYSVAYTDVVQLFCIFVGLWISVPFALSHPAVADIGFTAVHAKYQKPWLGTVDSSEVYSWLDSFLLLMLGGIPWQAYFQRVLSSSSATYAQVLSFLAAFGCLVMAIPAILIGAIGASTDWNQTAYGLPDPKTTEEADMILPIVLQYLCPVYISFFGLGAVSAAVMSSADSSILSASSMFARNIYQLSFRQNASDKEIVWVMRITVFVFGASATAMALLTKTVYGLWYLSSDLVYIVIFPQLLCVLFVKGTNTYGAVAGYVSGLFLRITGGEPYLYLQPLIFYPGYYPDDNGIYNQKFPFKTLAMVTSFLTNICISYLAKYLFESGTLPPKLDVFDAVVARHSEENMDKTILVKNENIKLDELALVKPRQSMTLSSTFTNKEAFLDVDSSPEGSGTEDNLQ
The depositor's hits bear a star. Random draw from the library; about 0.83% have a hit in one of these screens.

`COc1ccc(C2CC3(CC(C)(C)NC(=S)N3)Oc3cc(O)cc(C)c32)cc1` (configuration not stated) gave OX1R antag -14.0 and CHT PAM inactive.
Cc1ccc(CN(C(=O)c2cc3ccccc3oc2=O)C2CCS(=O)(=O)C2)cc1 (configuration not stated) was read as OX1R antag -14.5 and CHT PAM inactive.
`CCC1CCCCN1c1ccc([N+](=O)[O-])cc1/C=N/NC(=O)Cn1c2ccccc2c(=O)c2ccccc21` (configuration not stated) gave OX1R antag -15.4 and CHT PAM inactive.
Screening COc1ccccc1OCc1ccc(C(=O)NC2CCCCC2)o1 returned OX1R antag -13.9 and CHT PAM inactive.
C/C(=N/OC(=O)c1ccc(C(F)(F)F)cc1)c1oc(C)nc1C was read as OX1R antag -11.1 and CHT PAM inactive.
For CN(CCO)S(=O)(=O)c1ccc2c(c1)C(=NN)c1cc(S(=O)(=O)N(C)CCO)ccc1-2 the results were OX1R antag -6.3 and CHT PAM inactive.
`CCc1ccc(OCC(=O)OCC(=O)c2ccc3c(c2)NC(=O)CO3)cc1` gave OX1R antag 8.7 and CHT PAM inactive.
COc1ccc(Cl)cc1NC(=S)Nc1ccc(Cl)cn1 was read as OX1R antag -4.4 and CHT PAM inactive.
For NC1=NC(=Nc2ccc(S(=O)(=O)N3CCOCC3)cc2)c2ccccc21 the results were OX1R antag -5.3 and CHT PAM inactive.
Nc1ncnc2c1ncn2[C@@H]1O[C@H](CNC(=O)[C@@H]2CCCN2S(=O)(=O)c2ccc(F)cc2)[C@@H](O)[C@H]1O was read as OX1R antag -7.3.

Brought forward from above: 4 compounds; new compounds follow.
`CCc1ccc(OCC(=O)OCC(=O)c2ccc3c(c2)NC(=O)CO3)cc1` gave OX1R antag 8.7 and CHT PAM inactive.
COc1ccc(Cl)cc1NC(=S)Nc1ccc(Cl)cn1 was read as OX1R antag -4.4 and CHT PAM inactive.
For NC1=NC(=Nc2ccc(S(=O)(=O)N3CCOCC3)cc2)c2ccccc21 the results were OX1R antag -5.3 and CHT PAM inactive.
Nc1ncnc2c1ncn2[C@@H]1O[C@H](CNC(=O)[C@@H]2CCCN2S(=O)(=O)c2ccc(F)cc2)[C@@H](O)[C@H]1O was read as OX1R antag -7.3.
CC(Sc1nnnn1C1CCCCC1)C(=O)O (configuration not stated) was read as OX1R antag 10.8 and CHT PAM inactive.
`COc1cc2nc(Nc3cccc(F)c3)nc(N)c2cc1OC` gave OX1R antag -13.3 and CHT PAM inactive.
`CCCCNC(=O)NS(=O)(=O)c1ccc(C)cc1` gave OX1R antag -7.0 and CHT PAM inactive.
Screening O=C(NCCS(=O)(=O)N1CCN(c2ccccc2)CC1)C1CC(=O)N(c2ccccc2)C1 (configuration not stated) returned OX1R antag -26.5 and CHT PAM inactive.
`O=C(Cc1cccs1)NC1(C(=O)NC2CCCC2)CCCCC1` gave OX1R antag 2.5 and CHT PAM inactive.
`O=S(=O)(c1cccc2cccnc12)n1cnc2ccccc21` gave OX1R antag -17.2 and CHT PAM inactive.
O=S(=O)(c1cccc2cccnc12)N1CCN(Cc2ccccc2)CC1 was read as OX1R antag -17.6 and CHT PAM inactive.
`CC(C)(C)OC(=O)C[C@@H]1C/C=C\C[C@@H](CC(=O)N(CCO)Cc2ccccc2)C(=O)N[C@H](C(C)(C)C)COC1=O` gave OX1R antag 6.2.
O=C(CSc1nnnn1-c1cccc2ccccc12)Nc1ccc(N2CCOCC2)c(Cl)c1 was read as OX1R antag -11.3 and CHT PAM inactive.
For Cc1c2c(n3c(nc4ccccc43)c1C#N)N(CCN1CCOCC1)CC2 the results were OX1R antag -18.3 and CHT PAM 7.86*.
CC(=O)c1cc2c(cc1NS(=O)(=O)c1ccc3c(c1)OCCO3)OCO2 was read as OX1R antag -4.2 and CHT PAM inactive.
`CC(=O)Nc1ccc(Oc2cc(C#N)c(C#N)cc2N2CCCCCC2)cc1` gave OX1R antag -3.8 and CHT PAM inactive.
`CCOc1ccc(C(CC(=O)O)NS(=O)(=O)c2ccc(C)cc2)cc1OC` (configuration not stated) gave OX1R antag -13.8 and CHT PAM inactive.
Cc1cc(NC(=O)c2ccc(COc3ccccc3Cl)o2)no1 was read as OX1R antag 5.7 and CHT PAM inactive.
Screening O=C(O)c1ccccc1CSc1nnc2c(n1)[nH]c1ccccc12 returned OX1R antag 2.6 and CHT PAM inactive.
For Cc1cccc(OC(C)C(=O)NCc2ccc(S(N)(=O)=O)cc2)c1 (configuration not stated) the results were OX1R antag -6.6 and CHT PAM inactive.
`CCOC(=O)c1csc(-n2nc(C)cc2C(F)(F)F)n1` gave OX1R antag -17.6 and CHT PAM inactive.
Screening CCOc1ccc(C(=O)NCC2CCCO2)cc1 (configuration not stated) returned OX1R antag 4.9 and CHT PAM inactive.
O=C(N/N=C/c1ccccc1C(=O)O)c1ccncc1 was read as OX1R antag -10.4 and CHT PAM inactive.
Screening Brc1ccc(-c2nnc(SCCC3OCCCO3)o2)cc1 returned OX1R antag -15.3 and CHT PAM inactive.
For COc1ccc(OC)c(S(=O)(=O)NCC(c2ccc(F)cc2)N2CCN(C)CC2)c1 (configuration not stated) the results were OX1R antag -12.1 and CHT PAM inactive.
For C=CCn1c(N2CCN(c3ccc(OC)cc3)CC2)nc2c1c(=O)n(C)c(=O)n2C the results were OX1R antag -15.4 and CHT PAM inactive.
Screening COc1cc(SC)ccc1C(=O)Nc1ccc(Cl)cn1 returned OX1R antag -22.6 and CHT PAM inactive.
N#Cc1c(-c2ccccc2)ccn(Cc2ccccc2Cl)c1=O was read as OX1R antag -3.0 and CHT PAM inactive.
Screening Clc1ccc(Cn2nnc(-c3ccccc3)n2)cc1 returned OX1R antag -4.6 and CHT PAM inactive.
For Cc1c(Cl)cccc1NC(=O)c1cc(S(=O)(=O)N2CCOCC2)cn1C the results were OX1R antag -18.6 and CHT PAM inactive.
`CS(=O)(=O)c1ccc(Cl)c(NC(=O)c2cccc(N3C(=O)CCC3=O)c2)c1` gave OX1R antag -14.7 and CHT PAM inactive.
`COC(=O)c1ccc(C2C(C#N)=C(N)Oc3cc(N)ccc32)cc1` (configuration not stated) gave OX1R antag -15.2 and CHT PAM inactive.
For O=Cc1ccc(-c2ccc(C(=O)O)cc2)o1 the results were OX1R antag -4.4 and CHT PAM inactive.
O=C(CN1C(=O)NC(c2ccccc2)(c2ccccc2)C1=O)N1CCN(c2ccccc2F)CC1 was read as OX1R antag -37.8.
Screening CCn1c(-c2cccnc2Cl)nc2cc(Cl)c(Cl)cc21 returned OX1R antag -13.4 and CHT PAM inactive.
For Cc1c(C)n2c(SCC(=O)N3CCCCCC3)nnc2[nH]c1=O the results were OX1R antag -8.9 and CHT PAM inactive.
Screening CCOC(=O)N1CCN(C(=O)/C=C/c2ccc(C(C)(C)C)cc2)CC1 returned OX1R antag -17.4 and CHT PAM inactive.
Screening COC(=O)c1ccc(C(=O)NC2CCSc3ccccc32)cc1 (configuration not stated) returned OX1R antag -18.3 and CHT PAM inactive.
For CC1CCN(C(=O)C2CCN(S(=O)(=O)c3ccc4c(c3)CC(C)N4C(=O)C3CC3)CC2)CC1 (configuration not stated) the results were OX1R antag -27.8 and CHT PAM inactive.
Screening O=C(O)c1ccc(SCc2cnc(Cl)s2)cc1 returned OX1R antag 1.1 and CHT PAM inactive.
`O=C(CNC(=O)c1cccs1)N=Nc1c(O)[nH]c2ccc(Br)cc12` gave OX1R antag -12.4 and CHT PAM inactive.
CCOC(=O)c1cn2nc(-c3ccc(OCC)cc3)cc2nc1C1CCN(C(=O)OC(C)(C)C)CC1 was read as OX1R antag -15.7 and CHT PAM inactive.
COC(=O)c1cc(N=Cc2c(O)c3ccccc3oc2=O)cc(C(=O)OC)c1 was read as OX1R antag -5.9 and CHT PAM inactive.
For CN(C)S(=O)(=O)c1ccc(Cl)c(NC(=O)COC(=O)CNC(=O)c2ccco2)c1 the results were OX1R antag -7.0 and CHT PAM inactive.
Screening CCCCn1c(N)c(N(CCOC)C(=O)c2ccc(N(C)S(=O)(=O)c3ccc(C)cc3)cc2)c(=O)[nH]c1=O returned OX1R antag -15.3 and CHT PAM inactive.
COC(=O)C1=CN(CCOC23CC4CC(CC(C4)C2)C3)C=C(C(=O)OC)C1c1ccsc1 was read as OX1R antag -40.4 and CHT PAM inactive.
COc1cccc(NC(=O)C2CCCN2S(=O)(=O)c2ccc3c(c2)n(C)c(=O)c(=O)n3C)c1 (configuration not stated) was read as OX1R antag -14.1 and CHT PAM inactive.
For COc1ccc(C(C(=O)NC2CCCCC2)N2CCC3(CC2)OCCO3)cc1 (configuration not stated) the results were OX1R antag -3.0 and CHT PAM inactive.
O=C(COC(=O)/C=C/c1cccc(F)c1)Nc1ccccc1 was read as OX1R antag -11.7 and CHT PAM inactive.
`CN(Cc1ccccc1)C(=O)C(=O)c1cn(CC(=O)N2CCCC2)c2ccccc12` gave OX1R antag -36.2 and CHT PAM inactive.
Screening O=C(c1c(F)cccc1F)N1CCN(c2cccc(C(F)(F)F)c2)CC1 returned OX1R antag -13.9 and CHT PAM inactive.
`CC(C)N1C(=O)c2ccccc2C1C(=O)NC1CCCCCC1` (configuration not stated) gave OX1R antag -12.8 and CHT PAM inactive.
Screening O=C(COC(=O)c1cc(Cl)cc(Cl)c1)NCc1ccco1 returned OX1R antag -16.3.
Screening Cc1ccc(C)c(N2CCN(CCCNC(=O)CCC(=O)N3CCOc4ccc(Cl)cc43)CC2)c1 returned OX1R antag -8.2 and CHT PAM inactive.
For COc1cccc(/C=C/C(=O)OCC(=O)NCCC2=CCCCC2)c1 the results were OX1R antag -41.2 and CHT PAM inactive.
`Cc1nc2ccc(NC(=S)NC3CC3)cc2nc1C` gave OX1R antag -12.2 and CHT PAM inactive.
O=C(NCc1ccccn1)C1CCN(S(=O)(=O)c2cnc[nH]2)CC1 was read as OX1R antag -2.5 and CHT PAM inactive.
Cc1ccccc1OCCCCCn1ccnc1 was read as OX1R antag -5.4 and CHT PAM inactive.
Cn1cc(Cl)c(C(=O)N/N=C/c2ccc3c4c(cccc24)CC3)n1 was read as OX1R antag -3.2 and CHT PAM inactive.
Screening CCOC(=O)C1CCN(C(=O)c2ccc(OC)cc2OC)CC1 returned OX1R antag -2.8 and CHT PAM inactive.
`Fc1ccccc1-c1nc(N2CCCCC2)c2ccccc2n1` gave OX1R antag -15.8 and CHT PAM inactive.
O=C(Cc1ccccc1)NCCc1cnc[nH]1 was read as OX1R antag -4.3 and CHT PAM inactive.
`O=C(NNS(=O)(=O)c1cccc(Cl)c1Cl)c1cccc(S(=O)(=O)N2CCOCC2)c1` gave OX1R antag -22.9 and CHT PAM inactive.
Screening O=c1[nH]c2ccccc2cc1-c1nnn(-c2ccccc2)n1 returned OX1R antag 0.8 and CHT PAM inactive.
For O=C(NC1CC1)c1cc2c(s1)-c1ccccc1OC2 the results were OX1R antag 9.3 and CHT PAM inactive.
For CCCCOC(C)n1cc(F)c(=O)[nH]c1=O (configuration not stated) the results were OX1R antag 6.8 and CHT PAM inactive.
CC(NC(=O)c1cc2c(s1)CS(=O)(=O)C2)c1ccccc1 (configuration not stated) was read as OX1R antag -6.1 and CHT PAM inactive.
COc1cc2nc(CN3CCC(C(O)(c4ccccc4)c4ccccc4)CC3)[nH]c(=O)c2cc1OC was read as OX1R antag -23.3 and CHT PAM inactive.
For COc1ccc(C(=O)COC(=O)CN2C(=O)C3C4C=CC(C4)C3C2=O)cc1 (configuration not stated) the results were OX1R antag 1.6 and CHT PAM inactive.
Screening COc1cccc(C2Nc3cc(Cl)c(S(N)(=O)=O)cc3S(=O)(=O)N2)c1 (configuration not stated) returned OX1R antag -14.5 and CHT PAM inactive.
Screening COc1cc(C(=O)Nc2nnc(S(=O)(=O)N3CCCCCC3)s2)cc(OC)c1OC returned OX1R antag -11.2 and CHT PAM inactive.
For O=C1CCCC(=O)N1c1ccc(N2CCN(c3ccccc3)CC2)c([N+](=O)[O-])c1 the results were OX1R antag -24.3 and CHT PAM inactive.
C=CCNC(=S)N(CC)c1cccc2ccccc12 was read as OX1R antag -23.6 and CHT PAM inactive.
Screening O=C(COC(=O)c1ccc(Br)o1)NC1CCCc2ccccc21 (configuration not stated) returned OX1R antag -19.7.

By substructure, the compounds so far containing a nitro group on carbon
`CCC1CCCCN1c1ccc([N+](=O)[O-])cc1/C=N/NC(=O)Cn1c2ccccc2c(=O)c2ccccc21` (configuration not stated) gave OX1R antag -15.4 and CHT PAM inactive.
For O=C1CCCC(=O)N1c1ccc(N2CCN(c3ccccc3)CC2)c([N+](=O)[O-])c1 the results were OX1R antag -24.3 and CHT PAM inactive.

Carrying on.
COc1ccc(-c2csc(C3=C(O)CN(CCCN4CCCC4=O)C3=N)n2)cc1OC was read as OX1R antag -12.9 and CHT PAM inactive.
`CCN(CC)c1ccc(-n2c(C)c(C(C)=O)c(C(C)=O)c2C)cc1` gave OX1R antag 1.6 and CHT PAM inactive.
`COc1cc(C(=O)NCCOc2cccc(C)c2)c(Br)c(OC)c1OC` gave OX1R antag -31.9 and CHT PAM inactive.
`Cc1ccc(NS(=O)(=O)c2ccc3c(c2)NC(=O)CO3)cc1` gave OX1R antag -8.2 and CHT PAM inactive.
Screening COc1ccc(C(=O)NC2CCCCCC2)cc1S(=O)(=O)Nc1ccc(Br)cc1 returned OX1R antag -37.6 and CHT PAM inactive.
`O=C1NCCN(Cc2ccoc2)C1CC(=O)N(CCO)Cc1ccccc1` (configuration not stated) gave OX1R antag -16.6 and CHT PAM inactive.
For CCN1CCN(c2ccc(NC(=O)c3ccc(Cl)c(N4CCCC4=O)c3)cc2)CC1 the results were OX1R antag -5.1 and CHT PAM inactive.
`O=C(COC(=O)c1ccc(Cl)c(S(=O)(=O)N2CCCC2)c1)NCc1ccccc1` gave OX1R antag -15.1.
Screening NS(=O)(=O)c1cc2c(cc1Cl)NCNS2(=O)=O returned OX1R antag -1.1 and CHT PAM inactive.
Screening CCN(CC)C(=O)c1[nH]cnc1C(=O)NCC(=O)OC(C)(C)C returned OX1R antag -0.3 and CHT PAM inactive.
Screening CN(Cc1cccc(F)c1)C(=O)c1cccc(S(=O)(=O)N2CCN(Cc3ccccc3)CC2)c1 returned OX1R antag -30.4 and CHT PAM inactive.
Screening CCC1(C)NC(=O)N(CC(=O)N2CCN(c3cccc(Cl)c3)CC2)C1=O (configuration not stated) returned OX1R antag -12.5.
